Glioma ERSR ind: qHTS for Inducers of the Endoplasmic Reticulum Stress Response (ERSR) in Human Glioma: qHTS; AID 602332, 2012; hit rate 0.02% among 420,000; U87-MG GRP78 promoter luciferase reporter, 16 h; Potency, µM, without a hit: top-dose activation, usual class: activators; further: potency means the concentration at half of the fitted maximal effect; series mostly up to about 76 µM; % of control where 0% means no effect; nearly all actives have a fitted effect of over 35% in size
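Stably transfected U87-MG glioma cells carrying a GRP78-based luciferase sensor; 16 h compound incubation. Luminescence end-point read 10 min after Bright-Glo addition at room temperature.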
RXFP1 antagonist: qHTS Assay for Antagonists of the Relaxin Receptor RXFP1 | AID 1259400, 2018 | hit rate 0.59% among 350,000 | HEK293-RXFP1, relaxin-stimulated cAMP HTRF, 30 min; stronger effect = lower value | activity change, negative = inhibition, % at 57.5 µM | Relaxin receptor 1 (Homo sapiens), Q9HBX9;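 active means activity change of -60% or lower, but not beyond a set lower limit; inconclusive means change between -60% and -40%, or beyond the set limit; inactive means change above -40%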; further: on the % scale 0 is the no-effect control and ±100 the full control effect
D1 antag: Antagonist of Human D 1 Dopamine Receptor: qHTS. D(1A) dopamine receptor (Homo sapiens), P21728. HEK293 TREx D1 cells, calcium flux, dopamine EC80; stronger effect = lower value. activity change, negative = inhibition, % at 10 µM. hit rate 3.2% among 360,000. AID 504652, 2011; in the data active means activity change below about -30%; further: on the % scale 0 is the no-effect control and ±100 the full control effect
Target sequence (P21728 whole entry, looked up): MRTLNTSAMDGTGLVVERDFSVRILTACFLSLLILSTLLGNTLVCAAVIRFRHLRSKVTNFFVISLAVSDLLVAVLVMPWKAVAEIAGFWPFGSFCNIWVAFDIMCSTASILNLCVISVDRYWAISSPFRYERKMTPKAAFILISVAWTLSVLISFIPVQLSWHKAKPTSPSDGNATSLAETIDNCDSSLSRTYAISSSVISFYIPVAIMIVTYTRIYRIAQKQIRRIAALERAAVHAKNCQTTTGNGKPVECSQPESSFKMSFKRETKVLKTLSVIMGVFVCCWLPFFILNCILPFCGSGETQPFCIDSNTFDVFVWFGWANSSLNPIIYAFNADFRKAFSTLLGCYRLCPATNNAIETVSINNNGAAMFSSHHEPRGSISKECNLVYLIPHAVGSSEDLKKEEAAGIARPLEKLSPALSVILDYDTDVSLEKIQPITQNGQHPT
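Calcium flux readout: force-coupled, inducible Hek293 Trex D1 line, cells induced overnight at 30 C with tetracycline, dye-loaded 30–90 min at RT. Antagonism scored against EC80 dopamine challenge given 180 s after compound.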
Vif-A3G inh: qHTS for Inhibitors of Vif-A3G Interactions: qHTS. hit rate 0.076% among 410,000. DNA dC->dU-editing enzyme APOBEC-3G (Homo sapiens), Q9HC16. Potency, µM (top dose mostly 46.1 µM), without a hit: at the top dose activity, negative = active, usual class: inhibitors. HeLa A3G-eYFP + Vif (tagged APOBEC3G with the HIV-1 protein that degrades it), YFP fluorescence, overnight;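 further: potency means the concentration at half of the fitted maximal effect; on the % scale 0 is the no-effect control and ±100 the full control effect; nearly all actives have a fitted effect of over 60% in size; hits raise eYFP signal because A3G escapes Vif-driven loss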
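HeLa cells stably expressing Vif and C-terminally eYFP-tagged A3G, seeded overnight at 37 deg C, then exposed to compound by pintool overnight at 37 deg C. Rise in yellow fluorescence (Ex 488/Em 500-530, Acumen) marks blocked Vif-driven A3G degradation.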
D1 potentiator: Potentiators of Human D1 Dopamine Receptor: qHTS; potentiation, % at 10 µM; HEK293 TREx D1 cells, calcium flux, dopamine EC20 potentiation; AID 504651, 2011; hit rate 0.036% among 360,000; D(1A) dopamine receptor (Homo sapiens), P21728; in the data active means potentiation above about 30%; further: 0% is about no effect
RXFP1 ag: qHTS Assay for Agonists of the Relaxin Receptor RXFP1. Potency, µM (top dose mostly 57.5 µM), without a hit: top-dose activation, most hits filed as activators. HEK293T-RXFP1 cAMP TR-FRET, 30 min; response scale: percent of porcine relaxin response, buffer zero. hit rate 0.3% among 370,000. Relaxin receptor 1 (Homo sapiens), Q9HBX9; further: potency means the concentration at half of the fitted maximal effect; on the % scale 0 is the no-effect control and ±100 the full control effect; nearly all actives have a fitted effect of over 60% in size; many of its hits are not listed in these tables
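HEK293T cells stably expressing RXFP1 were pretreated with the PDE4 inhibitor Ro 20174, exposed to compounds for 30 min at 37C, lysed, and cAMP was read by TR-FRET. Data normalized to buffer (basal) and 29 nM porcine relaxin (100%).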
D2 PAM: HTS Assay for Positive Allosteric Modulators of the Human D2 Dopamine Receptor: Primary Screen for Potentiators; D(2) dopamine receptor (Homo sapiens), P14416; potentiation, % at 10 µM; AID 485347, 2010; HEK293 T-REx D2, calcium flux, EC20 dopamine potentiation; hit rate 0.34% among 340,000;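 active means potentiation over 3 SD above the plate norm, cut at about 30% in these data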; further: 0% is about no effect
Target sequence (P14416 whole entry, looked up): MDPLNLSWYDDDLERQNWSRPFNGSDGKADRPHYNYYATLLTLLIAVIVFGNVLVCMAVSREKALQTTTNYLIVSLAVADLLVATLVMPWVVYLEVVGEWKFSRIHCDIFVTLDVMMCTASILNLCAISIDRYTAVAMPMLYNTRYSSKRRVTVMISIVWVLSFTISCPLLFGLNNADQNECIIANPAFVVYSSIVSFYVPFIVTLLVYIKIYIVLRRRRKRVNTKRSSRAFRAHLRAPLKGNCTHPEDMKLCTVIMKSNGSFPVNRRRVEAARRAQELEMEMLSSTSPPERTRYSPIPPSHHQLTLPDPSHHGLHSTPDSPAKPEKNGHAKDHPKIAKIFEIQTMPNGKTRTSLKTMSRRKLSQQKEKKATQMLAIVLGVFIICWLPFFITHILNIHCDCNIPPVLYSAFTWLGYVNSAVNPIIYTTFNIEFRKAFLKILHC
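Calcium flux readout, no-wash dye, 1 read/s. Inducible HEK293 Trex D2 line, overnight 30 C. Compound alone 180 s (agonist flags), then EC20 dopamine, another 180 s to score potentiation.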
Vif-A3F inh: qHTS for Inhibitors of Vif-A3F Interactions: qHTS | HeLa A3F-eYFP + Vif (tagged APOBEC3F with the HIV-1 protein that degrades it), YFP fluorescence increase | Potency, µM (doses to about 46.1 µM), for inactives: at the top dose activity, negative = active | hit rate 0.2% among 390,000; further: potency means the concentration at half of the fitted maximal effect; % of control where 0% means no effect; nearly all actives have a fitted effect of over 65% in size
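Fluorescence increase (Ex 488/Em 500-530) after overnight compound treatment at 37 deg C flags inhibition of Vif-driven A3F-eYFP loss in stable HeLa A3F-eYFP/Vif cells seeded overnight beforehand.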
D1 agonist: Allosteric Agonists of the Human D1 Dopamine Receptor: qHTS; activation, % at 2 µM; D(1A) dopamine receptor (Homo sapiens), P21728; hit rate 1% among 360,000; HEK293 T-REx D1 cells, calcium flux, agonist mode; in the data active means activation above about 30%; further: 0% is about no effect
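Agonism was scored from calcium flux recorded over 180 s (1 read/s) after pintool compound addition, following a 10-cycle baseline. Cells were inducible force-coupled HEK293 TREx D1, plated overnight at 30 C and loaded with no-wash calcium dye.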
Active calls of the source: *; ? = inconclusive; . = no result given. Unless noted, the call rests on the fitted dose curve; in most records, active means well fitted curve in the direction sought with a large enough effect; inconclusive means small, poorly fitted or top-dose-only effect, or another doubt; inactive means no such curve, though single readings can be large; an effect the other way counts as inactive or inconclusive. This is a subset, so the mix of outcomes need not match the whole.

SMILES | Glioma ERSR ind | RXFP1 antagonist | D1 antag | Vif-A3G inh | D1 potentiator | RXFP1 ag | D2 PAM | Vif-A3F inh | D1 agonist
C#CCN(C[C@@H]1[C@@H](OC(=O)NC2CCCC2)[C@@H](OC(=O)NC2CCCC2)Cn2c(=O)ccc(=O)n21)S(=O)(=O)c1ccc(C)cc1 | -12.9% | -1.3 | . | ? | . | . | . | -11.3% | .
C/C(=C\c1ccccc1)C(=O)Nc1nccs1 | 4.2% | -18.3 | 8.0 | -0.2% | 3.3 | -2.3% | -0.6 | 1.8% | 1.1
O=C(NNC(=O)c1ccccc1Br)c1cccc(Cl)c1 | 2.0% | 0.1 | 1.9 | 4.5% | -0.6 | -0.4% | 5.6 | 1.3% | 4.3
O=C(CN1C(=O)NC2(CCCCCC2)C1=O)Nc1ccccc1[N+](=O)[O-] | -4.9% | 8.2 | . | -0.7% | . | . | . | 3.2% | .
Cc1[nH]c2ccccc2c1C1=CN2CCS(=O)(=O)N=C2S1 | -3.7% | -3.9 | 3.5 | -0.8% | -0.8 | 0.0% | 6.7 | -10.3% | 1.9
CC12C(=O)N(c3cccc(OC(=O)c4ccco4)c3)C(=O)C1C1c3ccccc3C2c2ccccc21 (configuration not stated) | -6.2% | -21.2 | -9.0 | 1.5% | 9.8 | 0.7% | 4.3 | 2.2% | 0.3
Cc1cc(C)cc(C(=O)NC(CC(N)=O)c2ccc(N3CCN(c4ccccn4)CC3)c([N+](=O)[O-])c2)c1 (configuration not stated) | -5.4% | . | 2.8 | -4.5% | -0.3 | 0.3% | -5.7 | 5.8% | 0.1
CCN(CC(=O)Nc1ccccc1OC)C(=O)CN1C(=O)NC2(CCCC2)C1=O | -3.3% | 8.8 | 21.5 | 0.8% | -4.9 | -0.1% | 7.4 | 2.3% | -0.9
COC(=O)c1c(O)c2ccccc2[nH]c1=O | 1.6% | -6.0 | -0.2 | -3.8% | -8.7 | -1.3% | 8.0 | 6.1% | 1.9
N/C(=N\OC(=O)c1ccc2ccccc2c1)c1ccccc1Cl | -6.1% | -3.2 | -0.6 | -19.0% | -0.1 | -1.6% | -2.5 | 0.0% | 3.0
Cc1ccc(S(=O)(=O)N2CCCCC2)cc1NC(=O)CNCc1ccco1 | -7.5% | 7.2 | -3.9 | 1.6% | -3.6 | 0.0% | 10.0 | 8.8% | 5.9
Cc1csc(NC(=O)Cn2nc(C)c([N+](=O)[O-])c2C)n1 | -1.6% | 16.0 | 5.0 | -1.1% | 7.8 | 2.7% | 3.0 | -6.1% | 0.8
CCOC(=O)c1nc2ccc(C)cc2c2c1C1CC(c3c(Cl)cccc31)N2C(=O)OCc1ccccc1 (configuration not stated) | -2.0% | 8.4 | . | -4.6% | . | . | . | -1.6% | .
CCN(CC)Cc1c(C(=O)N/N=C/c2ccc(C)o2)nnn1-c1nonc1N | -5.6% | 6.5 | 13.2 | -0.9% | -7.3 | 0.3% | 1.0 | 2.2% | 3.3
CCc1n(CC(O)COCC2CC=CCC2)c2ccccc2[n+]1C (configuration not stated) | -4.4% | 1.0 | -3.2 | 1.6% | -2.8 | 4.8% | . | 6.1% | 1.0
O=C(CSc1nnc(NC(=O)c2c(F)cccc2F)s1)NC1CCCCC1 | 10.1% | 1.5 | 4.2 | -3.4% | -1.3 | 1.4% | 1.9 | 4.6% | -0.5
CC1CN(CCCOc2ccc([N+](=O)[O-])cc2)CC(C)O1 (configuration not stated) | 3.2% | -6.3 | 11.0 | 0.4% | -1.2 | -1.1% | -1.8 | -6.9% | 2.5
COc1cc(CCC(=O)OCC(=O)Nc2cccc(S(=O)(=O)N(C)C)c2)cc(OC)c1OC | -1.7% | -1.6 | 4.6 | -0.8% | 4.7 | 0.5% | -1.5 | -15.7% | 6.0
OCCC1CN(Cc2cn[nH]c2C2CCCCC2)CCN1C1CCCCC1 (configuration not stated) | 0.4% | 2.6 | 12.6 | -0.4% | 3.8 | 0.6% | 2.6 | -10.1% | 0.8
O=C(CCC(=O)OCC(=O)c1ccccc1)Nc1cccc2cccnc12 | -0.4% | 2.6 | -16.2 | 0.6% | -9.5 | 2.5% | -0.6 | 0.7% | -0.5
COc1ccc(N(Cc2ccccc2)C(=O)CSc2nnc(Cn3nnc4ccccc43)o2)cc1 | -0.7% | 6.0 | 10.5 | 1.9% | 3.2 | -0.4% | 2.5 | . | 4.4
CCn1c(C(=O)O)c(CC(=O)Nc2ccccc2F)c2ccccc21 | -3.5% | -2.6 | 1.3 | -3.6% | 13.7 | 1.9% | -2.1 | 1.2% | 3.5
COc1cc(-c2n[nH]c(=S)n2/N=C/c2cccn2C)cc(OC)c1OC | 10.3% | -10.1 | -58.7* | -23.7% | -2.4 | -0.1% | 12.9 | -4.8% | 77.9*
COC(=O)c1ccccc1NC(=O)CSCC(=O)Nc1ccccc1OC | -2.5% | 12.5 | 1.1 | -8.9% | -4.0 | 0.8% | . | -1.2% | -0.9
Cc1ccc(C)c(NC(=O)CN(C)S(=O)(=O)c2ccc3c(c2)CCC(=O)N3)c1 | -1.9% | -6.3 | -8.0 | -0.2% | 2.3 | -0.3% | 2.4 | -0.2% | -0.7

The last 3 entries of the part before come first, to join the parts.
SMILES | Glioma ERSR ind | RXFP1 antagonist | D1 antag | Vif-A3G inh | D1 potentiator | RXFP1 ag | D2 PAM | Vif-A3F inh | D1 agonist
COc1cc(-c2n[nH]c(=S)n2/N=C/c2cccn2C)cc(OC)c1OC | 10.3% | -10.1 | -58.7* | -23.7% | -2.4 | -0.1% | 12.9 | -4.8% | 77.9*
COC(=O)c1ccccc1NC(=O)CSCC(=O)Nc1ccccc1OC | -2.5% | 12.5 | 1.1 | -8.9% | -4.0 | 0.8% | . | -1.2% | -0.9
Cc1ccc(C)c(NC(=O)CN(C)S(=O)(=O)c2ccc3c(c2)CCC(=O)N3)c1 | -1.9% | -6.3 | -8.0 | -0.2% | 2.3 | -0.3% | 2.4 | -0.2% | -0.7
Cc1cc(NC(=O)COC(=O)/C=C/c2ccc(C)o2)no1 | -2.0% | -3.1 | . | -3.5% | . | . | . | 3.1% | .
CCOC(=O)C1=NNC(=O)C1 | -4.6% | -6.3 | . | 0.6% | . | . | . | -2.0% | .
Cc1ccc(S(=O)(=O)Nc2ccc(S(=O)(=O)Nc3cc(C)nc(C)n3)cc2)cc1 | -2.0% | -7.7 | 6.1 | -3.4% | -2.8 | 4.0% | -9.8 | -9.7% | 0.5
Cc1ccc(S(=O)(=O)NC2=NCN(Cc3ccccc3)CN2)cc1 | -4.9% | 8.1 | -8.4 | -4.7% | 0.5 | -1.5% | -3.4 | -4.0% | 1.7
Cc1ccc(NS(=O)(=O)c2ccc(NC(=O)CN(c3cc([N+](=O)[O-])ccc3C)S(C)(=O)=O)cc2)c(C)c1 | -0.7% | -6.1 | 0.6 | -10.3% | -5.5 | -0.4% | 1.4 | -0.2% | 2.4
Oc1cccc(C2c3[nH]c4ccccc4c3CCN2Cc2ccc3c(c2)CCO3)c1 (configuration not stated) | -14.0% | -60.8* | -0.9 | -19.7% | 2.3 | -0.2% | -5.5 | 6.5% | 2.7
Cc1nn(CCCC(=O)NCc2ccccc2)c(=O)c2c1sc1ccccc12 | . | -11.3 | 16.9 | . | -1.4 | 5.3% | 4.4 | . | 4.9
CCOc1ccc(CCNC(=O)CCS(=O)(=O)c2ccc(Br)cc2)cc1OCC | -5.5% | -7.6 | -4.7 | 3.7% | 0.3 | 1.3% | -2.4 | 3.7% | 0.6
CCC(=O)Nc1nonc1-c1nc2ccccc2n1Cc1ccc(Cl)c(Cl)c1 | 1.4% | -8.6 | . | -6.0% | . | . | . | -7.3% | .
CNS(=O)(=O)c1cc(NC(=O)c2cnc(SC)n2-c2ccccc2)ccc1C | 0.4% | -16.2 | -0.6 | 7.1% | -7.2 | 0.0% | -9.6 | -1.9% | 4.1
O=C1C(Cc2cccc([N+](=O)[O-])c2)S/C(=N/N=C/c2ccco2)N1c1ccccc1 (configuration not stated) | -5.7% | -1.4 | -4.5 | -3.0% | -9.6 | 0.9% | 4.0 | -8.8% | 4.7
CC1(C)CC(=O)C=C(c2n[nH]nc2C2=CCCCC2)C1 | -4.4% | 8.6 | . | 1.7% | . | . | . | 0.8% | .
CCOc1ccc(NC(=O)CC2C(=O)NCCN2C(=O)Nc2ccccc2)cc1 (configuration not stated) | 0.7% | -0.2 | 2.8 | -1.5% | 8.8 | -0.2% | -15.4 | -1.6% | 1.4
Cc1ccc(C(=O)N2CCC(C(=O)c3ccc(F)cc3)CC2)cc1 | 4.8% | 0.5 | . | -3.1% | . | . | . | 6.2% | .
Cc1c(Cl)c([N+](=O)[O-])nn1CCCC(=O)NC1CCCCC1 | -2.1% | 2.1 | -7.6 | 0.2% | -0.7 | -0.2% | -2.5 | -21.5% | -3.7
Cc1ccc(C)c(N(CC(=O)NC2CCCC2)C(=O)CCC(=O)Nc2nccs2)c1 | -1.6% | -10.2 | -0.1 | -1.6% | -5.2 | -2.7% | 17.7 | 0.0% | 1.5
CC(=O)c1ccc(S(=O)(=O)Nc2ccc(-c3ccc4nncn4n3)cc2)cc1 | -4.5% | -3.7 | -3.8 | -2.0% | 1.9 | 2.4% | 5.9 | -7.4% | 4.9
Cc1ccc(S(=O)(=O)/N=C(\c2ccccc2)N(C)S(=O)(=O)c2ccccc2)cc1 | -5.6% | -5.1 | -6.6 | 1.3% | 7.9 | -0.8% | 0.1 | -2.7% | 0.6

High-throughput results from PubChem BioAssay.
